ERp5 block – inhibitors of human ERp5; Q15084; ERp5 insulin aggregation, absorbance 650 nm, 90 min; inhibition, % at 9.99 µM; actives 0.05% (n = 350,000); AID 651711;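 active = mean replicate inhibition above about 25%, with every replicate also reaching it, limit read from the data, passing the limit was not always enough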
Target sequence (Q15084 whole entry, looked up): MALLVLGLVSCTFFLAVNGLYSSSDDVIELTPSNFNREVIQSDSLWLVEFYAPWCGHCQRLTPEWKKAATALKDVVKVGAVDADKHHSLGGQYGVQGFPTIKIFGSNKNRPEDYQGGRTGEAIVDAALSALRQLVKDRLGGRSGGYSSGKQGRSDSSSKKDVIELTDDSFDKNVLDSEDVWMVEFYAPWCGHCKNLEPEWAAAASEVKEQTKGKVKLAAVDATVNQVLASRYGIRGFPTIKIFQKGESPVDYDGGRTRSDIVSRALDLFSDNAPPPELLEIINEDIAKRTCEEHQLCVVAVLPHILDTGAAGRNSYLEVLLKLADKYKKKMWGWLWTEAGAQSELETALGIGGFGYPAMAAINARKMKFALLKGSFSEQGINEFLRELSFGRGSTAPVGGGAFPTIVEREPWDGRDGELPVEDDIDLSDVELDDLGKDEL
RAD52 anneal inh – blocks human RAD52 DNA annealing; P43351; recombinant RAD52 DNA annealing, FRET fluorescence; inhibition, % at 18.7 µM; actives 0.46% (n = 360,000); AID 651710;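 active = every replicate showing at least 50% inhibition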
ARNT TACC3 PPI – disrupts binding between human ARNT and TACC3. Q9Y6A5. AlphaScreen His-ARNT PAS-B/GST-TACC3 binding, luminescence; TACC3 fragment carries E629A point mutation. inhibition, % at 9.99 µM. actives 0.66% (n = 390,000);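 active = mean inhibition of replicates at least 50% and at least half of replicates each reaching 50%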;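 also: 0% = complete ARNT plus TACC3 wells and 100% = ARNT alone without TACC3; many hits fall short of the cut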
E-sel inducer – E-selectin induction on HUVECs; activation, % at 7.58 µM; P16581; AID 686992; actives 0.37% (n = 260,000); HUVEC E-selectin immunofluorescence imaging; normalized: neutral wells 0, TNF-alpha wells 100;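 active = mean E-selectin-positive cell signal at least 10% of the positive control, reached in at least 60% of replicates, without over 20% cell loss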;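 also: in these data hits start at about 27%; measured in HUVEC primary endothelial cells; signal is the percent of cells scored E-selectin positive by PE staining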
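Read-out: % PE-positive cells | Test system: HUVEC | Doses: One compound dose added by pin transfer | Buffer or medium: EGM-2 over gelatin coat | Signal: Immunofluorescence imaging | Benchmarks: TNF-alpha, DMSO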
RAD54 branch – blocks human RAD54 Holliday junction branch migration | FAM/BHQ fluorescence | inhibition, % at 10.4 µM | actives 0.14% (n = 360,000);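 active = mean normalized replicate activity at least 40 and at least half of replicates scoring 40 or more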;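 also: 0% = median of neutral control wells and 100% = median of positive control wells; inhibitors cause a drop in the FAM fluorescence signal; in these data hits start at about 50%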
CASP6 VEID inh – blocks human caspase-6 cleavage activity; AID 686996; inhibition, % at 12.5 µM; actives 0.53% (n = 350,000); purified caspase-6, Z-VEID-R110 cleavage fluorescence; P55212;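 active = mean inhibition across replicates at least about 35%, with every replicate also reaching that limit, limit read from the data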;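 also: 0% = median of neutral control wells and 100% = no fluorescence left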
Target sequence (P55212 24-179 limits assumed): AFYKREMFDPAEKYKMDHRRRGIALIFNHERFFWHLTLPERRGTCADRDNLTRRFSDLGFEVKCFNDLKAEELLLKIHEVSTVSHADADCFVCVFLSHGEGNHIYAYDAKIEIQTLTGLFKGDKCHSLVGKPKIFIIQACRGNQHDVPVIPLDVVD
Target sequence (P55212 194-293 limits assumed): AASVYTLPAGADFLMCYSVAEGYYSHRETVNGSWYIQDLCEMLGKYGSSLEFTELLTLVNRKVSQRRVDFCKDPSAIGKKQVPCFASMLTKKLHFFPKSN
esBAF inh – inhibitors of esBAF chromatin remodeling in mouse ES cells; Bmi1-luciferase knock-in reporter, 24 h; 100% = twice the neutral-well signal; reporter increase, % at 12.5 µM; actives 2% (n = 350,000); AID 602393; in the data active = activation above about 40%;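 also: 0% = median of the plate's neutral control wells and 100% = double that signal; a rise in the Bmi1 reporter signal indicates esBAF inhibition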
PglD DTNB – inhibitors of Campylobacter jejuni PglD acetyltransferase. purified PglD enzyme, DTNB colorimetric CoA detection. inhibition, % at 12.5 µM. actives 0.098% (n = 360,000). AID 602405; in the data active = inhibition above about 16%, passing the limit was not always enough; also: strong numbers were not always called active
An asterisk follows results filed as active; . = not tested or not shown; & = joins results of further samples.

SMILES	ERp5 block	RAD52 anneal inh	ARNT TACC3 PPI	E-sel inducer	RAD54 branch	CASP6 VEID inh	esBAF inh	PglD DTNB
CCOc1ccc(OCC(=O)Nc2c3c(nn2C(C)(C)C)CS(=O)(=O)C3)cc1	-0.1	-19.1	-1.1	2.6	-9.3	2.8	1.7	-6.0
Cc1ccc(-c2cnc3c(c2)C(=O)N([C@@H](C)CO)C[C@@H](C)[C@H](CN(C)C(=O)Cc2ccccc2)O3)cc1	5.1	16.9	-2.1	0.1	0.7	-2.1	-4.0	1.6
N/C(=N\c1nc2c(c(=O)[nH]1)CCCC2)Nc1ccccc1Sc1ccccc1	.	.	-6.1	.	-0.6	.	-3.4	-1.1
COc1ccc(/C=N/c2nc3ccccc3n2C)cc1OC	.	.	-9.8	.	4.3	.	-0.4	0.6
O=C(C[C@H]1C=C[C@H](NS(=O)(=O)c2ccccc2)[C@@H](CO)O1)NCc1ccncn1	-4.6	-2.9	.	0.2	1.6	-1.3	-3.5	1.5
COc1ccc(C(=O)NCC(=O)OCC(=O)c2ccccc2Br)cc1OC	-1.4	-6.4	.	0.1	-3.9	-2.3	-0.9	5.1
COc1ccc(C(=O)CCS(=O)(=O)c2ccc(C)cc2)cc1OC	3.5	0.3	-2.1	.	-2.4	1.4	0.4	0.2
C[N+]1(CC(=O)OCCCc2ccccc2)CCOCC1	.	.	-1.7	.	2.5	.	-2.2	-3.1
CC(=O)c1cccc(NC(=O)N2CCC(C(=O)c3ccc(F)cc3)CC2)c1	-2.0	-18.0	-5.9	.	2.6	-1.7	.	5.5
C[C@H](CO)N1C[C@H](C)[C@@H](CN(C)C(=O)CCC(F)(F)F)OCc2cn(nn2)CCCC1=O	-2.6&-4.5&-0.7	6.2&12.7&4.4	-9.5&-6.1	-0.4&-0.3	-0.6&-10.7	0.1&1.2&3.5	2.7&0.7	0.1&0.3
C[C@@H]1CN([C@H](C)CO)C(=O)Cc2cc(NC(=O)CCC(F)(F)F)ccc2O[C@H]1CN(C)C(=O)Nc1ccc(C(F)(F)F)cc1	.	.	2.9	0.0	-3.8	.	1.2	0.0
CC1CCN(c2ccc3nnc(CCC(=O)NCCCOC(C)C)n3n2)CC1	5.0	-1.6	-3.8	0.0	-6.6	-3.4	-5.0	1.7
N/C(=N\c1nc2c(c(=O)[nH]1)CCC2)Nc1ccccc1	3.8	-19.9	2.5	-0.2	.	-4.9	.	.
CNC[C@H]1Oc2c(NS(=O)(=O)c3ccccc3)cccc2C(=O)N([C@H](C)CO)C[C@H]1C	-10.2	-8.8	-10.5	0.0	-7.3	0.9	2.7	-1.2
NS(=O)(=O)c1cccnc1Nc1ccc(Cl)c(Cl)c1	.	.	-4.2	.	-1.4	.	4.2	-3.7
COc1ccc(CNC(=O)c2cc3c(c(-c4cccc(-c5cccc(C#N)c5)c4)n2)[C@@H](CCO)N([S@](=O)C(C)(C)C)C3)cc1	3.8	-62.1	-3.2	1.2	2.1	2.8	-1.5	1.2
O=C(Nc1ccc(F)cc1)N1CCCCN2[C@@H](CO)[C@H](c3ccc(-c4ccncc4)cc3)[C@@H]2C1	-7.4	17.0	5.5	-0.2	-7.5	0.9	.	-4.7
Cc1ccc(C)c(NC(=O)CCC(=O)N/N=C2/CC(=O)CC(C)(C)C2)c1	-1.2	-1.1	-1.0	.	.	1.2	.	.
O=C(N[C@H]1CC[C@@H](CCNC(=O)C2CC2)O[C@H]1CO)c1ccccn1	-2.8	2.0	-0.6	-0.5	-1.9	-2.4	-1.2	0.6
COC(=O)c1cc(S(=O)(=O)NCCc2ccc(SC)cc2)c[nH]1	-2.7	-5.5	2.2	.	-9.1	-13.4	-3.2	0.2
Cc1cccc2cc(C#N)c(NCCNS(=O)(=O)c3ccc4c(c3)OCCO4)nc12	.	.	-7.0	.	-4.0	.	-2.3	1.9
COCC(=O)N1[C@H](CO)[C@H](c2ccccc2)C12CN(C(=O)c1cccc(F)c1)C2	6.3	-14.6	.	-0.2	.	-2.0	.	.
C/C(=N\NC(=O)c1nnn(-c2nonc2N)c1CN1CCc2ccccc21)c1ccccc1O	10.0	-4.8	-6.3	4.3	3.9	4.4	-22.2	1.0
Cc1cnc(C(=O)OCC(=O)Nc2ccc(Cl)cc2)cn1	-4.9	-1.6	1.4	.	.	3.0	.	.
c1cc2ccc3ccc(CN4CCOCC4)c4ccc(c1)c2c34	.	.	13.6	.	38.1	.	11.4	7.1

Some of the entries so far, with bars between the fields:
Molecule | ERp5 block | RAD52 anneal inh | ARNT TACC3 PPI | E-sel inducer | RAD54 branch | CASP6 VEID inh | esBAF inh | PglD DTNB
C[N+]1(CC(=O)OCCCc2ccccc2)CCOCC1 | . | . | -1.7 | . | 2.5 | . | -2.2 | -3.1
COc1ccc(C(=O)CCS(=O)(=O)c2ccc(C)cc2)cc1OC | 3.5 | 0.3 | -2.1 | . | -2.4 | 1.4 | 0.4 | 0.2
CC(=O)c1cccc(NC(=O)N2CCC(C(=O)c3ccc(F)cc3)CC2)c1 | -2.0 | -18.0 | -5.9 | . | 2.6 | -1.7 | . | 5.5
COCC(=O)N1[C@H](CO)[C@H](c2ccccc2)C12CN(C(=O)c1cccc(F)c1)C2 | 6.3 | -14.6 | . | -0.2 | . | -2.0 | . | .

Additional compounds follow.
SMILES	ERp5 block	RAD52 anneal inh	ARNT TACC3 PPI	E-sel inducer	RAD54 branch	CASP6 VEID inh	esBAF inh	PglD DTNB
CN(C)c1ccc(C=NNc2nc3c([nH]2)c(=O)n(C)c(=O)n3C)cc1	-5.6	-11.2	-4.6	-0.2	3.9	2.7	-6.8	4.8
COc1ccc(-c2nnnn2-c2ccccc2OC)cc1	.	.	-5.1	.	-2.9	.	-3.4	1.0
O=C(COc1ccc(-c2nnco2)cc1)NC1CCS(=O)(=O)C1 (centres undefined)	1.4	-8.0	-3.4	-0.2	0.5	-0.9	-1.8	-5.5
CO[C@@H](CN(C)C(=O)c1ccc2c(c1)OCO2)[C@@H](C)CN([C@H](C)CO)S(=O)(=O)c1ccc(Cl)cc1	1.4	-18.5	2.6	0.1	-0.3	1.6	-3.0	0.8
COc1ccc(NC(=O)Nc2ccc3c(c2)C(=O)N([C@@H](C)CO)C[C@H](C)[C@H](CN(C)S(=O)(=O)c2ccc(F)cc2)OCCCC[C@@H](C)O3)cc1	-2.0	-0.2	7.9	.	-2.1	-0.3	15.2	2.2
CCN1CCN(C(=O)CCc2nnc3ccc(N4CCC5(CC4)OCCO5)nn23)CC1	-1.5	-7.3	-3.9	.	12.2	-11.8	-0.9	-2.9
Cc1ccc(N=Cc2c(O)n(-c3nccs3)c(=O)c3ccccc23)cc1	-2.4	-19.4	-0.5	.	-0.4	-5.3	.	1.1
O=C(O)c1cccc(NC(=O)c2cccc(S(=O)(=O)N3CCc4ccccc43)c2)c1	4.3	-10.3	5.6	-0.3	-11.4	1.5	-9.3	-0.7
CCc1ccc(NC(=O)c2ccc(Cn3cc([N+](=O)[O-])cn3)cc2)cc1	0.5	-11.2	0.8	0.3	-11.1	-4.3	.	1.2
Cc1ccc(C)c(N(C(=O)Cn2nnc(-c3cccs3)n2)C(C(=O)NC2CC2)c2ccc(C)o2)c1 (centres undefined)	.	.	-2.1	.	10.3	.	5.0	1.5
Cn1ncc(Br)c1C(=O)NC(=S)N1CCN(c2ccccn2)CC1	.	.	-1.6	0.1	9.6	.	2.0	-1.0
CCC(=O)N1[C@@H](CO)[C@@H]2c3ccccc3N(C(=O)c3cccc(OC)c3)C[C@@H]21	3.3	-20.5	-11.8	-0.4	5.4	.	3.7	1.0
CC1=C(C(=O)OC2CCCCC2)C(c2ccco2)n2ncnc2N1 (centres undefined)	0.1	-11.6	-5.7	-0.2	-24.8	2.4	2.3	0.1
C/C(CC(=O)NCCc1ccccc1)=N\NC(=O)COc1ccc(Br)cc1	4.9	-5.3	-3.1	.	5.1	-3.1	-0.5	-1.0
CCOC(=O)CSc1ccc(-c2nc3cc(C)c(C)cc3[nH]2)cn1	.	.	-6.3	.	9.8	.	-1.4	2.7
C=C[C@@]1(C)CC(=O)[C@]2(O)[C@@]3(C)[C@@H](O)CCC(C)(C)[C@@H]3[C@H](O)[C@H](OC(C)=O)[C@@]2(C)O1	1.0	3.5	-3.8	0.0	0.4	-4.7	-8.7	0.0
Cc1cc(OCc2nc(-c3ccncc3)no2)cc(C)c1Cl	-1.8	-8.3	-5.4	.	.	19.0	.	.
CN(C)c1nc(Oc2ccc(/C=N/O)cc2)nc(N(C)C)n1	.	.	3.3	.	2.2	.	4.4	-3.3
O=C(CN1C(=O)c2ccccc2C1=O)NCc1ccc(F)cc1	2.6	-8.9	-0.9	0.1	-1.5	1.9	-3.1	2.6
CN(C)CC(=O)Nc1ccc2c(c1)[C@H]1C[C@H](CC(=O)NCc3ccc4c(c3)OCO4)O[C@@H](CO)[C@H]1O2	-3.6	7.1	-4.2	1.0	4.7	3.8	2.8	1.0
O=C(COc1coc(CN2CCN(c3ccccc3F)CC2)cc1=O)NCC1CCCO1 (centres undefined)	3.0	-5.3	-0.6	0.4	-8.5	-0.1	-5.7	2.8
Cc1cccc(OCC(=O)N/N=C/c2sc(=O)n(Cc3cccc(C(=O)O)c3)c2Cl)c1	-0.7	-40.9	-3.5	4.0	-12.2	-0.1	-6.5	2.7
N#C[C@H]1[C@H](c2ccccc2)[C@@H](CO)N1S(=O)(=O)Cc1ccccc1	-1.7	-11.5	-1.5	-0.4	-0.3	2.4	1.0	-3.0
O=S(=O)(c1ccccc1)N1CCCC1c1cccs1 (centres undefined)	-1.9	-2.1	-6.0	-0.1	0.9	1.5	.	-1.7
O=C(O)CCCC(=O)N1CCN(c2nc(-c3ccccc3Cl)c3cc(Br)ccc3n2)CC1	4.9	-8.8	-10.2	.	-3.0	5.6	1.5	-0.5

Additional structures:
SMILES	ERp5 block	RAD52 anneal inh	ARNT TACC3 PPI	E-sel inducer	RAD54 branch	CASP6 VEID inh	esBAF inh	PglD DTNB
CC(=O)N(C)C[C@H]1Oc2ncc(-c3cncnc3)cc2C(=O)N([C@@H](C)CO)C[C@H]1C	8.0	-0.7	-2.9	-0.2	-1.4	-0.7	3.1	0.3
Cc1noc(C)c1NC(=O)N(C)C[C@H]1OCc2ccccc2-c2ccccc2C(=O)N([C@H](C)CO)C[C@@H]1C	0.7	-19.5	-12.1	-1.0	-3.3	1.5	-0.7	0.4
C[C@H]1CN([C@@H](C)CO)C(=O)Cc2cc(NC(=O)Nc3ccccc3)ccc2O[C@H]1CN(C)CC1CCCCC1	-6.1	6.2	4.5	-0.3	15.0	3.3	-11.0	-1.7
Cn1c(=O)oc2cc(S(=O)(=O)Nc3cccc(C(=O)O)c3)ccc21	.	.	-3.3	.	-13.6	.	3.4	-3.1
Cn1c(-c2ccc(C(C)(C)C)cc2)n[nH]c1=S	.	.	-6.9	.	2.6	.	50.0*	-3.5
C[C@H](CO)N1C[C@H](C)[C@H](CN(C)S(C)(=O)=O)Oc2c(NS(=O)(=O)c3ccc(Cl)cc3)cccc2C1=O	8.9	4.0	1.9	-0.7	-0.9	1.3	-1.4	1.4
O=C(Nc1cccc(S(=O)(=O)NC2=NCCC2)c1)c1ccc(=O)[nH]c1	6.4	-19.6	-1.3	0.4	1.5	1.5	-0.7	-0.4
O=C(NCC[C@@H]1CC[C@@H](NS(=O)(=O)Cc2ccccc2)[C@H](CO)O1)C1CCCC1	10.1	-3.3	-19.5	-0.1	-2.5	-0.5	-2.2	0.1
COC(=O)c1sc(NC(=O)c2csc3c2CCCC3)nc1C	.	.	1.7	.	-3.6	.	52.4*	-1.8
O=C(c1ccc(F)cc1F)N1CCCN(c2nc(-c3ccccc3)ns2)CC1	2.4	-19.2	9.3	7.7	-7.8	2.1	.	0.5
O=C(O)CN1CCN(Cc2ccccc2)C1=O	.	.	-12.0	.	-4.6	.	-4.9	1.6
COc1cc2ccc(=O)oc2c(O)c1O	9.2	-13.8	17.2	.	-0.2	1.4	2.9	0.1
CCCCN(C(=O)c1ccc(N(C)S(=O)(=O)c2ccc(C)cc2)cc1)c1c(N)n(CCCC)c(=O)[nH]c1=O	3.1	-14.4	-1.8	-1.9	0.7	-1.3	0.1	-1.7
N=C1c2ccccc2CN1c1ccc(N2CCOCC2)c(S(=O)(=O)Nc2ccc(Cl)cc2)c1	-0.5	9.1	.	2.0	.	2.2	.	.

Compound activity from PubChem.
